Assay outcomes (PubChem BioAssay)
ER stress death: ER stress cell death inhibition | CSM14.1 thapsigargin ER stress survival, ATP luminescence | relative survival (cellular ATP), % at 15 µg/mL (by protocol) | hit rate 0.33% among 48,000;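 active = survival measured by cellular ATP above 50% at 15 µg/ml in the first screen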;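 also: cell death triggered by about 15 µM thapsigargin; ATP read 24 h after thapsigargin was added; plate controls were thapsigargin with DMSO for no effect and DMSO without thapsigargin for full effect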
Numbers without * were called inactive. Only part of the results is shown (hit frequency here may not be typical).

SMILES	ER stress death
Cc1cc2oc(=O)cc(C)c2cc1NC(=O)C(C)C	3
N#CC1=C(N=Cc2ccccc2O)CCC1	6
Cc1nn(-c2ccccc2)c(N2CCCCC2)c1/C=N/Nc1ccc(C(F)(F)F)cn1	1
Cc1ccc2[nH]c3c(c2c1)CCCC3NC(N)=O (stereo unspecified)	-2
C=C(C)C(=O)Oc1ccc(N2C(=O)C=CC2=O)cc1	-11
CCOc1ccccc1NC(=O)c1c(NC(=O)c2cccs2)sc2c1CCC2	-4
Cc1[nH]oc(=O)c1N=Nc1ccc([N+](=O)[O-])cc1	8
CC1(C)CC(=O)CC(c2ccccc2)(C(F)(F)F)O1 (stereo unspecified)	3
Cc1ccc(S(=O)(=O)Nc2cc(Sc3ncn[nH]3)c(O)c3ccccc23)cc1	-12
CC(=O)c1ccc(NC(=S)NC(NC(=O)c2ccco2)C(Cl)(Cl)Cl)cc1 (stereo unspecified)	-2
CCOC(=O)c1cnc2cc(OC)ccc2c1Cl	12
Cc1cc(/C=C2\C(=O)NC(=S)N(c3ccccc3F)C2=O)c(C)n1-c1cccc([N+](=O)[O-])c1	4
COC(=O)c1cc(C(=O)Nc2ncccc2C)cc([N+](=O)[O-])c1	5
O=C(NN=C(/C=C/c1ccccc1)/C=C/c1ccccc1)c1cccnc1	-11
O=S(=O)(Nc1ccc(Cl)cn1)c1ccc(Cl)cc1	10
CC(=O)Nc1ccc(/C=C2\C(=O)NN(c3ccccc3)C2=O)cc1	7
COC(=O)c1ccccc1NC(=O)c1ccccc1[N+](=O)[O-]	5
COc1cccc(CN2CCN(Cc3ccccc3[N+](=O)[O-])CC2)c1	-7
O=C(NC(=S)Nc1ccc2oc(-c3ccccc3)nc2c1)c1ccccc1Cl	-2
Cc1ccc(-c2[nH]ncc2/C=N/NC(=O)c2ccc(Br)cc2)cc1	4

In another format: results already given.
molecule,ER stress death
Cc1cc(/C=C2\C(=O)NC(=S)N(c3ccccc3F)C2=O)c(C)n1-c1cccc([N+](=O)[O-])c1,4
COC(=O)c1cc(C(=O)Nc2ncccc2C)cc([N+](=O)[O-])c1,5
O=C(NN=C(/C=C/c1ccccc1)/C=C/c1ccccc1)c1cccnc1,-11
O=S(=O)(Nc1ccc(Cl)cn1)c1ccc(Cl)cc1,10
CC(=O)Nc1ccc(/C=C2\C(=O)NN(c3ccccc3)C2=O)cc1,7

Next section.
SMILES	ER stress death
CCC1(C)CC(C(CCNCc2ccc(F)cc2)c2ccc(C)cc2)CCO1 (stereo unspecified)	-9
O=[N+]([O-])c1cccc(S(=O)(=O)NCc2ccccc2)c1	-2
O=C(NCc1ccccn1)C(=O)Nc1ccccc1F	9
COc1ccc(C2(CNC(=O)CC#N)CCCC2)cc1OC	7
CN(C)CC(Oc1ccc(F)cc1)C(=O)O (stereo unspecified)	0
O=C(Nc1cc(Cl)ccc1C(=O)O)c1ccc(Br)cc1	1
CC(=O)N1c2ccc(NC(=O)C(F)(F)F)cc2C(C)(c2ccccc2)CC1(C)C (stereo unspecified)	5
CC(C)=C1C2CCC1C(C(=O)Nc1ccc(C)c(Cl)c1)C2C(=O)O (stereo unspecified)	6
CCOC(=O)/C(C#N)=C/N1CCOCC1	3
CCOc1ccccc1N(CC(=O)N1CCC(C)CC1)S(=O)(=O)c1ccccc1	-3
CC1=C(C)CC(C(=O)NCCc2ccc(S(N)(=O)=O)cc2)C(C(=O)O)C1 (stereo unspecified)	5
CCOC(=O)c1ccccc1NC(=O)CN(c1ccc(C)c(Cl)c1)S(C)(=O)=O	7
COC(=O)c1cccc(NC(=O)COc2ccccc2C(C)(C)C)c1	8
O=C(COc1ccccc1Cl)Nc1c[nH]c(=O)[nH]c1=O	-1
COc1cc(C(=O)N2N=C(c3ccccc3)CC2c2ccccc2)cc(OC)c1OC (stereo unspecified)	-3
CCOC(=O)c1c(NC(=O)c2ccccc2OC)sc(C(=O)N2CCCCC2)c1C	3
COc1cccc(NC(=O)c2ccc(C)c([N+](=O)[O-])c2)c1	2
COC(=O)c1ccc(C(=O)Nc2cc(Cl)ccc2Cl)cc1N=NC1=C(O)CC(C)(C)CC1=O	3
O=C(N/N=C/c1ccc(-c2cccc(Cl)c2)o1)c1cccnc1	-6
Cc1ccc(N=C2NC(=O)CS2)cc1	7
O=S(=O)(Nc1cccnc1)c1ccc(Br)c2ccccc12	-1
O=C1C2C(C(=O)N1/N=C/c1cccc(Cl)c1)C1C=CC2C12CC2 (stereo unspecified)	1
NC(=O)CN(Cc1ccccc1)S(=O)(=O)c1ccccc1	7
CC(NC(=O)c1c(NC(=O)c2ccco2)sc2c1CCCCC2)c1ccccc1 (stereo unspecified)	-10
O=C(NNC(=O)c1c(F)c(F)c(F)c(F)c1F)c1ccccc1	11
COc1ccc2c3c(cccc13)OCC2=O	7
Cc1ccc2cc(C3CC(c4ccc(Br)cc4)=NN3C(=O)CCC(=O)O)c(=O)[nH]c2c1 (stereo unspecified)	-1
COc1cc(C(=O)Nc2ccc(Cc3ccncc3)cc2)cc(OC)c1OC	11
COc1ccc(/C=C2\NC(=S)N(c3ccccc3)C2=O)cc1OC	-1
CCOC(=O)c1c[nH]n(-c2nc(-c3ccccc3)cs2)c1=O	-4
C=C(C)Cn1c(SCC(=O)NN)nnc1-c1ccc(Br)cc1	0
O=C(/C=C/c1cccs1)NCCN1CCOCC1	5
Cc1ccc(C(=O)N/C(=C/c2ccccc2F)C(=O)NN)cc1	2
CC(=O)C1=C(O)C(=O)N(CCN(C)C)C1c1ccc([N+](=O)[O-])cc1 (stereo unspecified)	3
CCCCS(=O)(=O)C(=C(Nc1ccc(OC)cc1)Nc1ccc(OC)cc1)S(=O)(=O)CCCC	0
CC(C)(C)c1ccc(OCC(=O)N2CCC(Cc3ccccc3)CC2)cc1	9
Clc1ccc(/C=N/Nc2nccs2)c(Cl)c1	-3
O=C(O)c1cc(NC(=O)c2ccc(Br)cc2)cc(C(=O)O)c1	-1
CC(C)c1ccc(/C=C/C(=O)Nc2ccc(C(N)=O)cc2)cc1	2
Cc1ccc(N2NC(=O)/C(=C\c3ccc(Br)cc3)C2=O)cc1	-1
O=C1CC(N2CCN(Cc3ccc4c(c3)OCO4)CC2)C(=O)N1Cc1ccc(Cl)cc1 (stereo unspecified)	0
COc1ccc(CNC(=O)c2ccccc2Br)cc1	14
COc1ccc(-n2nc3cc(C)c(NC(=O)c4ccc(Br)o4)cc3n2)cc1	3
Fc1ccc(C=NN2CCN(Cc3ccccc3)CC2)cc1	11
C=CCN1C(=O)/C(=C\c2cn(Cc3ccccc3F)c3ccccc23)SC1=S	6
CC1CN(C)C(C)C/C1=N/OC(=O)COc1ccc(Cl)cc1 (stereo unspecified)	6
CSC1=C(C#N)C(c2ccncc2)C(C(=O)Nc2ccccc2)=C(C)N1 (stereo unspecified)	-3
CN1C(=O)/C(=N/OC(=O)c2ccc(Cl)cc2Cl)c2ccccc21	4
CCCCN(C)Cn1[nH]c(=O)ccc1=O	-15
COc1ccc(-c2cc(C(F)(F)F)n3nc(C(=O)N4CCCCC4)c(Br)c3n2)cc1	7
Cc1[nH]n(-c2nc(-c3ccccc3)cs2)c(=O)c1N=Nc1ccc(C(=O)O)cc1	2
CCOC(=O)C(CCOc1cc(C)c(Cl)c(C)c1)C(=O)OCC	-1
O=C1Nc2ccccc2C1=Nc1ccc(Br)cc1	7
CCN(CC)C(=O)Cn1c(O)c(N=NC(=O)c2ccc(C(C)(C)C)cc2)c2ccccc21	9
CCOC(=O)C(C#N)C1(c2ccc(F)cc2)CCOC(C)(CC)C1 (stereo unspecified)	0
CCOc1ccccc1NC(=O)C(=O)N/N=C/c1ccc([N+](=O)[O-])cc1	18
O=C1CC(Sc2ccc(Br)cc2)C(=O)N1c1ccccc1 (stereo unspecified)	8
NC(=O)c1c(NC(=O)CCC2CCCCC2)sc2c1CCCCC2	21
CC(C)(C)C1(O)CC(C(=O)O)(C(C)(C)C)OC1=O (stereo unspecified)	9
Cn1c(=O)c2c(nc(NCC(O)c3ccccc3)n2C)n(C)c1=O (stereo unspecified)	1

Six neighbouring compounds already listed:
SMILES	ER stress death
Cc1cc2oc(=O)cc(C)c2cc1NC(=O)C(C)C	3
N#CC1=C(N=Cc2ccccc2O)CCC1	6
Cc1nn(-c2ccccc2)c(N2CCCCC2)c1/C=N/Nc1ccc(C(F)(F)F)cn1	1
Cc1ccc2[nH]c3c(c2c1)CCCC3NC(N)=O (stereo unspecified)	-2
C=C(C)C(=O)Oc1ccc(N2C(=O)C=CC2=O)cc1	-11
CCOc1ccccc1NC(=O)c1c(NC(=O)c2cccs2)sc2c1CCC2	-4

(more compounds)
SMILES	ER stress death
Cc1ccc(C(C)C)c(OCC(=O)Nc2c(C)cc(Br)cc2C)c1	-2
CC(=O)c1cccc(NC(=O)c2c(Cl)cccc2Cl)c1	-1
COC1CCCCC1N1CCN(C(=O)c2ccccc2)CC1 (stereo unspecified)	-9
O=C(Nc1ccc2oc(-c3ccncc3)nc2c1)c1ccccn1	-1
COC(=O)C1=NNC2(C)C(=O)N(c3ccccc3C)C(=O)C12 (stereo unspecified)	-4
CCC(=O)Nc1ccc(NC(=O)Cc2ccccc2)cc1	10
O=C(O)C(Cc1ccccc1)N1C(=O)/C(=C/C(Cl)=C/c2ccc([N+](=O)[O-])cc2)SC1=S (stereo unspecified)	6
O=C(Cn1nc2ccccc2n1)N/N=C/c1ccc(Cl)cc1Cl	13
COc1cccc(C(=O)Nc2sc(C(=O)OC(C)C)c(C)c2C(=O)OC(C)C)c1	11
COc1ccc(C(=O)CSc2nc3c(c(-c4ccc(C)o4)c2C#N)CCCC3)cc1	-1
CCc1c(C)nc2cc(-c3ccccc3)[nH]n2c1=O	0
CC(=O)CCc1oc2ccccc2c1-c1ccccc1	7
O=C(Nc1ccccc1C(=O)c1ccccc1)c1ccc([N+](=O)[O-])cc1	-1
CC(C)=C1C2CCC1C(C(=O)NCCC(c1ccccc1)c1ccccc1)C2C(=O)O (stereo unspecified)	-4
COc1cccc(OCCOc2c(Cl)cc(/C=c3\sc4nc5ccccc5n4c3=O)cc2OC)c1	5
O=C(c1ccc(N2CCN(C(=O)c3ccc(F)cc3F)CC2)cc1)c1cccc(F)c1	-3
CCOc1ccc(S(=O)(=O)N(CC(=O)NC(C)CC)c2ccc(C)cc2)cc1 (stereo unspecified)	6
COc1ccccc1N1C(=O)CC(Sc2ccccc2C(=O)O)C1=O (stereo unspecified)	-6
CCN(CC)c1ccc(Nc2nc(-c3c(C)nc4sccn34)cs2)cc1	24
CC12CCC(C(=O)N(c3cccc(F)c3)C1=O)C2(C)C (stereo unspecified)	1
CCOc1ccc(C(NC(=O)c2ccccc2OC)c2ccc(OC)cc2)cc1 (stereo unspecified)	1
COC(=O)C1=CN(Cc2cccs2)C=C(C(=O)OC)C1c1ccc(C(F)(F)F)cc1	1
COCC(COCCCNC(=O)Nc1ccc(Br)cc1)OC (stereo unspecified)	20
Cc1cccc(C(=O)NNC(=O)c2ccc(-c3ccccc3)cc2)c1	5
O=C1c2ccccc2C(=O)N1c1ccc(O)cc1	8
COC(=O)C1=C(C)NC2=C(C(=O)CCC2)C1c1cc2c(cc1Br)OCO2 (stereo unspecified)	6
O=C(NNC(=O)c1ccc(S(=O)(=O)c2ccccc2)cc1)c1ccc(Br)cc1	-3
N/C(=N\OC(=O)c1ccc(I)cc1)c1ccccc1	4
COc1ccc(OCC(=O)Nc2cc(OC)cc(OC)c2)cc1	7
Cc1ccc([N+](=O)[O-])cc1NC(=S)NC(=O)c1ccccc1Cl	9
COC(=O)c1ccccc1NC(=O)c1ccc(CN2CCOCC2)cc1	3
CCN1C(=O)/C(=C\c2ccc(C)cc2)C(C(=O)OC)=C1C	6
COc1ccc(NC(=O)c2ccccc2F)cc1OC	3
Cc1cnnn1-c1ccc(C(=O)/C=C\c2ccco2)cc1	19
CC(=O)N/N=C/c1cc(C)n(-c2ccc(Cl)c(Cl)c2)c1C	-3
Cc1ccc(N2C(=O)CC(NC3CCN(Cc4ccccc4)CC3)C2=O)cc1 (stereo unspecified)	4
CCN(CC)CCn1c2ccccc2n2cc(-c3ccc(OC)cc3)nc12	-6
Cc1onc(-c2c(Cl)cccc2Cl)c1C(=O)N1CCN(Cc2ccccc2)CC1	0
Cc1cc(=O)oc2cc(OCc3ccc(Cl)cc3Cl)ccc12	3
CC(=O)c1ccc(NC(=O)c2cc(=O)[nH]c3ccccc23)cc1	0

Some of the entries above, reformatted.
SMILES,ER stress death
Cc1ccc(N2C(=O)CC(NC3CCN(Cc4ccccc4)CC3)C2=O)cc1 (stereo unspecified),4
O=C(NNC(=O)c1ccc(S(=O)(=O)c2ccccc2)cc1)c1ccc(Br)cc1,-3

(next part)
SMILES	ER stress death
COc1cccc(/C=C2\C(=O)NC(=O)N(c3ccc(Br)c(C)c3)C2=O)c1OC	3
Cc1ccc(C=C2C(=O)c3ccccc3C2=O)o1	7
O=C(O)CCC(=O)N1N=C(c2ccc(Br)cc2)CC1c1cccs1 (stereo unspecified)	-3
N#Cc1c(NC(=O)CO/N=C/c2ccccc2)sc2c1CCCC2	3
CCOc1ccc(Br)cc1C=Nc1c(C)n(C)n(-c2ccccc2)c1=O	15
COCCNC(=O)c1ccc(Cl)cc1Cl	1
O=C(NCc1ccccc1)C(=O)Nc1cccc(Cl)c1	4
O=C1/C(=C\c2ccc(F)cc2)SC(=S)N1CN1CCCCC1	-1
COc1ccc(C(=O)/C=C/c2ccccc2[N+](=O)[O-])cc1OC	7
COc1ccc(N(CC(=O)NCCc2ccccc2)S(C)(=O)=O)cc1Cl	0
CCOc1cccc(N2C(=O)CC(S/C(N)=N/N=C(\C)c3ccc(Cl)s3)C2=O)c1 (stereo unspecified)	-2
CCOC(=O)c1sc(NC(=O)c2ccc(C)cc2)c(C(=O)OCC)c1C	4
O=C(NCCO)c1ccc(Oc2ccc(C(=O)NCCO)cc2)cc1	-3
CC(C)C(C(=O)O)N1C(=O)/C(=C/c2ccccc2C(=O)O)SC1=S (stereo unspecified)	3
COc1cccc(N2C(=O)C3C4C=CC(C4)C3C2=O)c1 (stereo unspecified)	9
